# M4 PAM: CHRM4 positive allosteric modulation. 360,000 compounds, 0.4% hits. CHO-K1 hM4/Gqi5, Fluo-8 calcium fluorescence, ACh EC20; 0% = ACh EC20, 100% = maximal ACh. P08173. activation, % at 3 µM;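 active = activation above its plate's cutoff, the mean activation of sample wells plus 3 SD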; also: some results filed as inactive read as strong as hits
# IDE act: boosts human insulin-degrading enzyme activity in HEK cells; P14735; 340,000 compounds, 0.073% hits; AID 493087; activation, % at 5.96 µM; FAbeta-B cleavage, fluorescence polarization; 0% vehicle, 100% cell-free pure enzyme wells;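 active = activation above the mean of all tested compounds plus 3 SD, set per screening campaign, cut at about 17% in these data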
# Target sequence (P14735 whole entry, looked up): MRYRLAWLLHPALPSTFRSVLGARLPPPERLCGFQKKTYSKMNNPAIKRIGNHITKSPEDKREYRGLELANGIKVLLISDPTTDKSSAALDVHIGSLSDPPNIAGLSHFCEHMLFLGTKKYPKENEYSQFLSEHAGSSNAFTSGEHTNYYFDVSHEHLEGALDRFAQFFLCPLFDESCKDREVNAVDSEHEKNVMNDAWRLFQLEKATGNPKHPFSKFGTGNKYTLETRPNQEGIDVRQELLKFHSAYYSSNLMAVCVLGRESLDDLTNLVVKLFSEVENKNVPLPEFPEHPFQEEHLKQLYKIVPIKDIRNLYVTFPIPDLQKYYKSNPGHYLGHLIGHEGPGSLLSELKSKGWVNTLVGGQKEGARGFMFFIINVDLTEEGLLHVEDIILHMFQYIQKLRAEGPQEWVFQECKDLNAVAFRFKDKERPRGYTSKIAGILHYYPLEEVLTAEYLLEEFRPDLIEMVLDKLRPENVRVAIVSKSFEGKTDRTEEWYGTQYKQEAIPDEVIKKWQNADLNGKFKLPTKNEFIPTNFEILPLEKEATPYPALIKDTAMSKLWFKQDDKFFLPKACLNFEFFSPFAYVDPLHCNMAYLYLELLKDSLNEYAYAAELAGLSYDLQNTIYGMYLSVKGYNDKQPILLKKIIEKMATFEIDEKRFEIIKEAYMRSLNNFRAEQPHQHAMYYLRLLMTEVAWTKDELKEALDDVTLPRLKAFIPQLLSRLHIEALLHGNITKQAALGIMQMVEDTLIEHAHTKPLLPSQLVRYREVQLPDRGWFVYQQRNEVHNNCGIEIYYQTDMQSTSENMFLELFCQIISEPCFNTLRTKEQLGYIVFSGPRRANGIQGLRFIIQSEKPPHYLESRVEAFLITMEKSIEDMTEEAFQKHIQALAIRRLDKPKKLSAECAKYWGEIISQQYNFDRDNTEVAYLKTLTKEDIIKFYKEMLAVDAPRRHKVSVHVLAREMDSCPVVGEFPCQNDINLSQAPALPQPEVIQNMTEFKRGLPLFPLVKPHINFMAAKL
# p-CIP stab down: p/CIP protein destabilization | Q05BA5 | F442A p/CIP-EGFP cells, EGFP fluorescence, 16 h | decrease of EGFP signal, % at 10 µM | 290,000 compounds, 0.01% hits;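 active = EGFP signal decrease of at least 30% at 10 µM or well 3 SD below plate mean, unless failing retest; inactive = the rest, including hits failing retest or dose response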; also: some compounds called inactive have numbers as strong as hits; many of its hits are not listed in these tables
# CRFR2-BP ag: CRF-BP/CRF-R2 complex agonism; 350,000 compounds, 0.46% hits; HEK293 CRF-R2/CRF-BP, calcium dye fluorescence (FLIPR); percent of saturating CRF peptide response; activation, % at 13.2 µM; AID 588473;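 active = activation of at least 50%, plus an integration ratio under a set limit after plate pattern correction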;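 also: plate controls were neutral control wells without compound for no effect and CRF at EC100 for full effect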
# IDE inh: inhibits human insulin-degrading enzyme in HEK cells | P14735 | FAbetaB cleavage, fluorescence polarization | 320,000 compounds, 0.41% hits | inhibition, % at 5.59 µM;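 active = percent inhibition above the average of all tested compounds plus 3 SD, set per screening campaign, cut at about 16% in these data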;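 also: IDE supplied by intact live HEK cells; FP after avidin binding of uncleaved biotin substrate so inhibition keeps polarization high; 0% = DMSO wells and 100% = 60 µM reference IDE inhibitor Ii1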
# GalR3 antagonist: human GalR3 antagonism; HEK293 GalR3-CNG cAMP membrane potential fluorescence; galR3 body fused to GalR1 C-terminus; inhibition, % at 3 µM; 360,000 compounds, 0.44% hits; O60755;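 active = inhibition above the screen-wide average plus 3 SD, cut at about 13% in these data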;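 also: forskolin and galanin both at EC90 stimulate the cells; cAMP rise reported by CNG channel membrane potential dye signal; 0% = forskolin plus galanin with DMSO and 100% = forskolin alone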
# MEKK3 PB1 HTS: modulators (inhibitors or enhancers) of MEK5 binding to human MEKK3 PB1 domain. Q99759. bead-based flow cytometry, Alexa488-MEK5 binding to MEKK3; actives lie on both sides; 0 = blocked by unlabeled MEK5, 100 = vehicle. binding response (% of control), % at 10 µM. 290,000 compounds, 1.4% hits. AID 1529;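 active = binding response more than 3 SD above or below the average of its plate-row segment, actives on both sides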;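 also: Alexa488 bead fluorescence after subtracting the streptavidin-only scavenger bead signal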
# CRFR2-BP antag: antagonists of CRF-binding protein/CRF-R2 receptor complex | AID 588475 | inhibition, % at 11.8 µM | 350,000 compounds, 0.59% hits | HEK293 CRF-R2/CRF-BP, CRF-induced calcium fluorescence;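 active = inhibition of the ligand-induced calcium signal above about 50% at the single tested concentration, limit read from the data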
# PHOSPHO1 block: blocks human PHOSPHO1 phosphatase activity. Q8TCT1. recombinant PHOSPHO1, absorbance phosphatase assay. inhibition, % at 13.3 µM. 290,000 compounds, 1.1% hits. AID 1565; in the data active = inhibition above about 60%
# * marks the source's active call; other numbers are inactive results; nt = not tested or not shown; [ ] = dose if it differs, or a comment.
SMILES,M4 PAM,IDE act,p-CIP stab down,CRFR2-BP ag,IDE inh,GalR3 antagonist,MEKK3 PB1 HTS,CRFR2-BP antag,PHOSPHO1 block
O=C1CC(c2ccc(OCCCCCOc3ccc(C4CC(=O)NC4=O)cc3)cc2)C(=O)N1 (stereo unspecified),-16,-1,-16,-1.3,-4,3,92,-30,28
Cc1nc(NC(=O)COC(=O)/C=C/c2ccco2)c(Cl)cc1Cl,3,1,nt,0.5,1,-2,nt,3,nt
COc1ccc(CC(=O)NCC2CCCN(Cc3ccc(F)cc3F)C2)cc1 (stereo unspecified),2,1,-3,-1.1,4,-5,101,10,-14
CCOC(=O)c1ccc(NC(=O)c2nc(SC)ncc2Cl)cc1,0,-2,-4,-2.6,6,-7,101,-20,20
C[C@@H]1COC(=O)[C@H](Cc2ccc(F)cc2)CC/C=C/C[C@@H](CC(=O)N[C@@H](CO)Cc2ccccc2)C(=O)N1,17,5,nt,-0.1,0,-6,nt,-5,nt
COc1cccc(CNC(=O)C2CCN(S(=O)(=O)N3CCC(C)CC3)CC2)c1,3,-2,0,-0.6,6,-2,97,20,0
CCOc1ccc(-n2c(=O)[nH]cc(C(=O)Nc3ccc(OC)c(OC)c3)c2=O)cc1,4,6,-6,0.5,4,-3,100,5,-20
O=C(CN1C(=O)NC(c2ccccc2)(c2ccccc2)C1=O)NC1CCS(=O)(=O)C1 (stereo unspecified),6,4,nt,0.1,0,-6,nt,-3,nt
O=C(c1ccc(Cl)cc1)N1CCC(O)(CSc2ccc(Cl)cc2Cl)CC1,6,4,-5,3.7,0,1,94,10,-38
O=C(NCCCSc1ccccc1)c1cc(Cl)ccc1O,1,-3,-27,12,nt,-4,102,22,20
COC(=O)c1c(-c2ccc(OC)cc2)sc2cc3c(cc12)OCO3,11,2,nt,-0.7,-4,13*,nt,4,nt
CSc1nc2ncc3c(n2n1)CC1c2ccccc2CCN1C3=O (stereo unspecified),9,-2,-2,-2.0,-1,0,101,-2,-15
CN(C)C(=S)c1ccc2ccccc2n1,4,2,-13,-1.2,5,-6,96,13,9
CCOC(=O)C1CCN(c2c(NCc3ccc(C(=O)NC4CCCC4)cc3)c(=O)c2=O)CC1,-2,-2,-9,6.5,5,-1,106,-1,4
O=[N+]([O-])c1ccc2[nH]c(O)c(N=NC(=S)Nc3cccnc3)c2c1,10,8,4,-2.9,-4,-5,92,3,15
CNS(=O)(=O)c1cc(C(=O)OCC(=O)NC2CCCc3ccccc32)ccc1Cl (stereo unspecified),-7,2,2,0.1,2,-2,108,-2,-30
Cn1nc(C(=O)Nc2ccc(Cl)cc2)cc1C(=O)Nc1ccc(Cl)cc1,1,5,-9,1.8,-1,-11,101,-21,27
CCc1ccc(S(=O)(=O)N2CCN(c3ccccc3OC)CC2)cc1,-6,5,10,-1.9,1,-5,107,20,39
CCc1nnc(NC(=O)c2c(OC)cccc2OC)s1,1,6,9,2.3,0,-3,99,-10,5
Cc1ccc(NC(=O)CN2CCC3(O)CCCCC3C2c2ccc3c(c2)OCO3)c(C)c1 (stereo unspecified),-3,4,-4,1.9,0,-10,100,-31,-4

# Looked up above:
# C[C@@H]1COC(=O)[C@H](Cc2ccc(F)cc2)CC/C=C/C[C@@H](CC(=O)N[C@@H](CO)Cc2ccccc2)C(=O)N1 in CRFR2-BP ag → -0.1
# O=C1CC(c2ccc(OCCCCCOc3ccc(C4CC(=O)NC4=O)cc3)cc2)C(=O)N1 (stereo unspecified) in PHOSPHO1 block → 28

# The listing picks up with the 2 entries that preceded the break.
SMILES,M4 PAM,IDE act,p-CIP stab down,CRFR2-BP ag,IDE inh,GalR3 antagonist,MEKK3 PB1 HTS,CRFR2-BP antag,PHOSPHO1 block
CCc1nnc(NC(=O)c2c(OC)cccc2OC)s1,1,6,9,2.3,0,-3,99,-10,5
Cc1ccc(NC(=O)CN2CCC3(O)CCCCC3C2c2ccc3c(c2)OCO3)c(C)c1 (stereo unspecified),-3,4,-4,1.9,0,-10,100,-31,-4
CCn1nc(C)c(/C=N/NC(=O)c2c[nH]c3ccccc23)c1C,-6,3,1,0.2,-2,5,98,10,9
CCNC(=O)CC1C(=O)N(c2ccc(OC)cc2)C(=O)N1CCOC (stereo unspecified),15,2,-2,-0.9,-1,0,101,6,14
CCCC(C)n1[nH]c(=O)c2c(C)cc(C)nc21 (stereo unspecified),5,6,-11,-0.7,1,1,99,6,-13
CC(=O)Nc1ccccc1-c1nc2cc(C#N)c(C#N)cc2[nH]c1=O,0,-1,-40,1.4,-2,-6,104,3,36
CC(C)(C)OC(=O)C[C@H]1C/C=C\C[C@H](CC(=O)NCCO)C(=O)N2CCC[C@@H]2COC1=O,-1,-1,nt,-2.5,7,-4,nt,5,nt
CCOCCCNC(=S)NCCNc1nc2c(C)cccc2cc1C#N,7,3,-16,-0.2,2,nt,99,9,61*
Cn1c(N2CCN(C(=O)Nc3ccc(C(F)(F)F)cc3)CC2)nc2ccccc21,0,0,3,-1.8,6,-6,100,-8,23
COc1ccc(COC(=O)N/N=C/c2cccs2)cc1,-4,2,-13,0.9,-4,-7,103,36,nt
Cc1noc(C)c1S(=O)(=O)Nc1ccccc1Oc1ccccc1,-10,5,-9,-1.3,-1,-4,62,7,8
Clc1ccccc1-c1nn2c(-c3ccncc3)nnc2s1,-1,-2,-14,-1.9,6,nt,100,-23,72*
COc1ccccc1CP(=O)(c1ccccc1)c1ccccc1,-2,2,-4,-0.2,6,-7,99,4,-11
CN(C)c1cc[n+](/C(C(=S)Nc2ccc(SC(F)F)cc2)=C(/[O-])c2ccccc2)cc1,-22,3,-8,-1.4,-8,0,98,36,-139
CN(C)Cc1cccc([N+](=O)[O-])c1O,11,-2,-5,0.6,1,4,100,7,0
Cc1cc(N2CCCC2)nc2ccc(NC(=S)NCCCOC(C)C)cc12,-7,3,16,0.4,1,-1,106,12,-2
COc1ccc(N(C(=O)c2ccc(Br)o2)C2C=CS(=O)(=O)C2)cc1 (stereo unspecified),-6,0,-3,0.8,3,-3,99,13,15
NC(CSS(=O)(=O)O)=NCCC12CC3CC(CC(O)(C3)C1)C2,0,1,-16,-1.9,10,1,100,10,-6
Cn1c(N)c(S(=O)(=O)NCc2ccc(Cl)cc2)c(=O)n(C)c1=O,5,4,-5,2.7,5,-4,nt,1,11
CC1CCc2sc(C(=O)NCCCn3ccnc3)cc2C1 (stereo unspecified),-2,5,3,0.2,1,-2,105,-4,15
O=S(=O)([O-])CCC[N+]1(CC#Cc2ccccc2)CCCCC1,0,-1,-8,-2.7,-3,-5,107,4,-10
COc1ccccc1CCNC(=O)CCCn1nc(C)c2c(C)n(-c3ccc(C)cc3)nc2c1=O,3,-1,9,-0.1,3,-4,101,-7,27
Cc1ccc(-n2ncc3c2CCCC3NC(=O)CCN2CCCC2=O)cc1C (stereo unspecified),-3,-5,-3,-0.8,5,2,101,-3,13
COC(=O)CCCNS(=O)(=O)c1ccc2ccccc2c1,2,-2,-1,2.4,-3,0,91,-21,-23
Cc1cc(C)n(-c2ncc3c(n2)N(C)CCOC3=O)n1,-20,-1,3,-0.3,1,1,105,-8,37
CCN(c1ccccc1)S(=O)(=O)c1cc(C(=O)NCc2ccccn2)ccc1C,-2,1,nt,-0.7,nt,-4,nt,-8,nt
Nn1c(CSc2ccccn2)nc2ccccc2c1=O,3,5,2,-1.0,3,4,104,13,18
COc1ccc(-c2cn3cccnc3n2)cc1NC(=O)c1cccs1,5,9,-5,0.7,-4,3,90,-5,-1
COc1ccc(OCCC(=O)NC2=NCCS2)cc1,7,-2,-8,10,0,3,105,9,-18
CC(C)(C)NC(=O)C12CC3CC(CC(Cl)(C3)C1)C2,-4,-3,-6,-1.8,-2,-3,105,8,16
CCO[C@@H]1OC(C(=O)N2CCN(Cc3ccc4c(c3)OCO4)CC2)=C[C@H](C)[C@H]1CCCO,-2,4,-9,-1.6,-8,-5,98,3,28
CS(=O)(=O)N(CC(=O)N1CCCCC1)c1ccc(Cl)c(C(F)(F)F)c1,8,-2,-24,-2.2,0,-6,97,-20,0
Cc1nn(C)c(C)c1NC(=O)c1ccnn1C,3,2,-20,-1.6,0,0,110,6,1
CCOC(=O)/C(C#N)=C1\CC2CCC1(C)C2(C)C (stereo unspecified),-3,4,-7,-1.3,10,1,100,3,23
O=C(NCc1ccc2c(c1)OCO2)C1CCN(Cc2cnn(-c3ccccc3)c2-n2cccc2)CC1,6,10,-8,0.0,-1,1,85,9,-3
O=C(COC(=O)/C=C/c1cccc(Br)c1)Nc1ccc(Cl)cn1,5,nt,nt,0.5,nt,8,nt,9,nt
COc1ccccc1OCC(=O)NNC(=O)C(=O)N1CCCC1,4,2,0,-0.9,3,-12,100,-28,-10
CC(NC(=O)c1ccncc1)c1ccccc1 (stereo unspecified),4,4,-16,-0.1,-1,-3,98,0,44
COc1ccc(NS(=O)(=O)c2cc(N)ccc2N2CCCC2)cc1,-1,6,nt,-2.5,8,-7,nt,0,nt
Cn1c(=O)c2c(nc(-n3ccnc3)n2Cc2ccccc2)n(C)c1=O,7,-4,-6,-2.3,3,1,109,-8,14
CN1/C(=C\C(=O)CSc2nncn2C)C(C)(C)c2ccccc21,7,2,-20,-2.7,1,-4,100,18,-6
O=C(O)c1nc(N2CCCC2)ncc1Cl,7,-1,-5,-1.0,-3,-6,98,4,15
COC(=O)C(F)(F)Sc1c(C)[nH]c2ccccc12,10,-2,-10,-0.4,3,-5,79*[inhibitor],52*,-10
O=C(Nc1cccc(C(F)(F)F)c1)c1cc2c(=O)c3ccccc3oc2nc1C(F)(F)F,6,3,-13,1.9,6,-5,85,-34,11
COc1ccc(OC)c(NC(=S)NC(=O)c2ccc(Br)o2)c1,5,0,-8,1.3,0,-2,101,4,42
O=[N+]([O-])c1ccc2c(c1)C(=NO)c1cc(Cl)c(Cl)cc1-2,4,4,nt,-2.8,nt,-5,nt,-18,nt
Cc1ccc(CNCC(O)(c2ccccc2)c2ccc(Cl)cc2)cc1 (stereo unspecified),-11,2,-3,13,nt,-6,113,-77,46
CCCNC(=O)c1nn2c(C(F)(F)F)cc(-c3ccccc3)nc2c1Cl,0,3,-12,-1.2,1,-9,100,-2,nt
CC(C)C(=O)Nc1c2c(nc3ccccc13)N(C)CC2,-9,3,-14,-1.1,7,-2,105,8,6
COc1cc(C(=O)Nc2ccc(S(=O)(=O)Nc3cc(C)on3)cc2)cc(OC)c1OC,2,3,-4,-1.0,3,-1,103,2,-12
Cc1cc(NS(=O)(=O)c2ccc(NC(=O)COc3ccccc3C(C)(C)C)cc2)no1,1,0,-11,-1.1,2,-1,106,-1,13
Cn1c(=S)n(/N=C/c2ccc3c(c2)OCO3)c2ccccc21,3,1,-2,-0.8,2,-2,101,3,47
CCNS(=O)(=O)c1ccc(CCC(=O)Nc2ccc(C(=O)OC)cc2)cc1,29*,-2,1,1.1,2,-8,97,0,-8
COc1ccccc1OCCn1c(SCC(N)=O)nc2ccccc21,1,-1,-10,-4.2,2,-10,101,13,14
CCN(CC)CCCN(Cc1cc2cc(OC)ccc2[nH]c1=O)C(=O)Nc1ccccc1,nt,nt,-11,-0.9,8,nt,114,-16,5
CCNC(=S)NNC(=O)CCn1c2ccccc2c2ccccc21,-2,-2,3,-1.8,2,-7,104,6,-39
CC(C)CC(=O)Nc1nc(=S)ss1,5,-1,-6,1.8,2,3,99,-1,10
Cc1ccc(NC(=O)c2c(Cl)nc3ccccn23)cc1,5,2,5,-0.6,6,-5,103,6,-14
Cc1cccc(OCc2nn[nH]n2)c1C,-4,4,15,-0.7,-1,-9,103,6,nt
